D2 agonist: agonists of human D2 dopamine receptor; activation, % at 2 µM; actives 0.53% (n = 340,000); HEK293 T-REx D2 cells, calcium flux agonist mode; P14416; AID 485358;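 active = activation over 3 SD above normal in the single-dose calcium agonist read, cut at about 30% in these data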; note: 0% is about no effect
Target sequence (P14416 whole entry, looked up): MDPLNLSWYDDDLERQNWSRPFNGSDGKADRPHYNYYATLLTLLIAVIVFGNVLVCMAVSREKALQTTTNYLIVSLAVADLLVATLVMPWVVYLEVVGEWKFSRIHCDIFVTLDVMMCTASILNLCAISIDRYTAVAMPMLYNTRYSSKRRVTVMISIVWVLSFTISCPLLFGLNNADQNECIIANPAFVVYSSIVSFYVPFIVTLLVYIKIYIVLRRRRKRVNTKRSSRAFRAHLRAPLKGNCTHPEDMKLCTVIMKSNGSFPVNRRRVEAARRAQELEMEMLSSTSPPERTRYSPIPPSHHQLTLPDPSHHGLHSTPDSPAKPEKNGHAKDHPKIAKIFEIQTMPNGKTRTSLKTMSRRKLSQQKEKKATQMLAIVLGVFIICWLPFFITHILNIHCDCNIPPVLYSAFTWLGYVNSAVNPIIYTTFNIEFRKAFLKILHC
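Calcium-flux readout, 1 cycle/sec over 180 s following compound pin transfer, in inducible HEK293 Trex D2 cells (force-coupled); dopamine controls included. Positive calcium responses during this window marked compounds as potential agonists.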
D1 agonist: activates the human D1 dopamine receptor. HEK293 T-REx D1 cells, calcium flux, agonist mode. P21728. activation, % at 2 µM. actives 1% (n = 360,000); in the data active = activation above about 30%; note: 0% is about no effect
Target sequence (P21728 whole entry, looked up): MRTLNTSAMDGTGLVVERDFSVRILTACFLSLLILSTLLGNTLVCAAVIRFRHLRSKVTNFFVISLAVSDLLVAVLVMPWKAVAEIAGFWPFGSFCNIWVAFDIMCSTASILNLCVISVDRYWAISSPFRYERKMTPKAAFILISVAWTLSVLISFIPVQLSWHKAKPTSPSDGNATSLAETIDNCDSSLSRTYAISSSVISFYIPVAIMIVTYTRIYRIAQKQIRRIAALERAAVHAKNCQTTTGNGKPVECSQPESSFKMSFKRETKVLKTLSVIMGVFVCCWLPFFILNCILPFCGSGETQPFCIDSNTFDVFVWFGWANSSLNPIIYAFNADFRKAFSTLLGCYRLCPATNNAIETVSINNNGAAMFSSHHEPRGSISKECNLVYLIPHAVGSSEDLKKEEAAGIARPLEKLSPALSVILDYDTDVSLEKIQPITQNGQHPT
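Agonism was scored from calcium flux recorded over 180 s (1 read/s) after pintool compound addition, following a 10-cycle baseline. Cells were inducible force-coupled HEK293 TREx D1, plated overnight at 30 C and loaded with no-wash calcium dye.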
D2 antagonist: D2 dopamine receptor (human) antagonism | P14416 | HEK293 TREx D2 cells, calcium flux, dopamine EC80 | inhibition, % at 10 µM | actives 2% (n = 340,000); in the data active = inhibition above about 30%; note: 0% is about no effect
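Cells plated overnight at 30 C with tetracycline; no-wash calcium dye, 30–90 min RT; 10 s baseline; compound pinned; 180 s read; EC80 dopamine added; another 180 s read.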
RXFP1 agonist: RXFP1 (human) receptor agonism. AID 2676. actives 0.3% (n = 370,000). Potency, µM (titrated, usually from 57.5 µM), without a hit: at the highest dose activation, hits mostly activators. Q9HBX9. HEK293T-RXFP1 cAMP TR-FRET, 30 min; response scale: percent of porcine relaxin response, buffer zero; active = well fitted activation curve with a large enough effect; inconclusive = small, poorly fitted or top-dose-only effect; note: potency is the fitted concentration of half-maximal effect; % is set by controls: 0 for no effect and ±100 for the full control effect; nearly all actives have a fitted effect of over 60% in size; many of its hits are not listed in these tables
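cAMP rise read by TR-FRET after 30 min, 37C compound exposure (up to 58 uM) in RXFP1-transfected HEK293 cells with Ro 20174 present. EC50 from Hill-equation fits, with 29 nM porcine relaxin as 100% and buffer as basal.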
TRHR PAM: TRH receptor (human) allosteric enhancement; P34981; TRHR cells, fluo-8 calcium fluorescence, EC20 TRH enhancement; enhancement, % at 2 µM; actives 0.66% (n = 360,000); AID 493056; in the data active = enhancement above about 30%; note: 0% is about no effect
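TRHR-expressing cells loaded with fluo-8 calcium dye were read kinetically (ex 480/em 530) during compound addition, then stimulated with an EC20 of TRH (10 nM final). Enhancement of the Gq-mediated intracellular calcium response was scored.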
D1 antagonist: antagonists of human D1 dopamine receptor; activity change, negative = inhibition, % at 10 µM; HEK293 TREx D1 cells, calcium flux, dopamine EC80; hits give low values; actives 3.2% (n = 360,000); AID 504652; in the data active = activity change below about -30%; note: % is set by controls: 0 for no effect and ±100 for the full control effect
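Inducible Hek293 Trex D1 cells (tetracycline, overnight, 30 C). Calcium dye 30–90 min RT. Antagonist mode: EC80 dopamine added after 180 s compound read.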
D1 potentiator: human D1 dopamine receptor positive modulation | P21728 | HEK293 TREx D1 cells, calcium flux, dopamine EC20 potentiation | potentiation, % at 10 µM | actives 0.036% (n = 360,000) | AID 504651; in the data active = potentiation above about 30%; note: 0% is about no effect
RXFP1 antag: blocks the human relaxin receptor RXFP1. Q9HBX9. HEK293-RXFP1, relaxin-stimulated cAMP HTRF, 30 min; hits give low values. actives 0.59% (n = 350,000). activity change, negative = inhibition, % at 57.5 µM;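 active = activity change of -60% or lower, but not beyond a set lower limit; inconclusive = change between -60% and -40%, or beyond the set limit; inactive = change above -40%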; note: % is set by controls: 0 for no effect and ±100 for the full control effect
D2 PAM: positively modulates the human D2 dopamine receptor allosterically; P14416; HEK293 T-REx D2, calcium flux, EC20 dopamine potentiation; potentiation, % at 10 µM; actives 0.34% (n = 340,000);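 active = potentiation over 3 SD above the plate norm, cut at about 30% in these data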; note: 0% is about no effect
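Primary screen. Calcium kinetics in induced HEK293 T-REx D2 cells: compound pre-addition 180 s, EC20 dopamine, 180 s more.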
An asterisk follows results filed as active; ? = inconclusive; · = not tested or not shown; & = joins results of further samples. Some of the compounds tested; rates above refer to the full screens.

SMILES	D2 agonist	D1 agonist	D2 antagonist	RXFP1 agonist	TRHR PAM	D1 antagonist	D1 potentiator	RXFP1 antag	D2 PAM
CC1=C(C(N)=O)C(c2ccccc2)n2nc(-c3ccncc3)nc2N1 (configuration not stated)	-0.1	2	-22	-1.6%	1	9	-4	-22	17
CCOC(=O)c1c(S(=O)(=O)N2CCC(C(=O)Nc3ccc(F)cc3F)CC2)c(C)n(C)c1C	-0.4	1	·	-0.8%	0	3	-3	-6	4
COc1ccc(C(=O)NCC(=O)Nc2cccc(S(=O)(=O)NCc3ccco3)c2)cc1OC	·	2	·	-0.4%	4	17	-7	-5	-2
CCc1cc2c(s1)c1cnn(Cc3ccccc3F)c(=O)c1n2C	·	24	·	·	1	9	-1	·	·
Cc1cccc(NC(=S)N/C(=N/S(=O)(=O)c2ccccc2)c2ccccc2)c1	1.3	2	14	1.2%	-4	5	-12	1&2	16
Cc1noc(C)c1C(=O)N1CCC(C(=O)c2ccccc2)CC1	1.0	2	-30	0.3%	-2	-8	-3	11	-4
OCCC1CN(Cc2cnc(-c3ccc(Cl)cc3)nc2)CCN1C1CCCC1 (configuration not stated)	1.1	8	-3	1.1%	-5	13	-9	-22	-7
COc1cccc(C(=O)CSc2nnc(-c3cccs3)o2)c1	0.3	6	2	0.1%	0	-16	-4	-20	-4
CCOC(=O)Cc1c(C)nc2c(C#N)c(C)nn2c1C	1.6	6	-8	2.1%	2	22	-1	4	3
O=C(COC(=O)CCSc1ccccc1)NCc1ccccc1	-0.4	1	9	1.4%	-3	-5	2	2	-14
CCN(CCCNC(=O)C1CCN(S(=O)(=O)c2cnc[nH]2)CC1)c1ccccc1	-0.1	2	-5	1.9%	1	8	-3	-7	-9
Cc1ccc(S(=O)(=O)NC2CCCCC2)cc1	-0.4	0	2	-0.4%	5	·	1	·	0
COc1cc(/C=C/C(=O)O)cc(OC)c1	0.8	1	-3	-1.5%	-1	0	-1	·	-5
CCCCc1nc(SCC(=O)N2CCCCC2)c2c(=O)n(C)c(=O)n(C)c2n1	0.1	1	10	1.7%	-2	9	-3	-4	-1
Cn1c(=O)c2c(nc(Sc3ccccc3N)n2C)n(C)c1=O	0.7	7	3	?	-2	12	2	-2	11
O=C(O)C1CCCN1c1nc(C(F)(F)F)nc2ccccc12 (configuration not stated)	1.0	-1	-7	-0.5%	-2	·	-4	2	-3
C=CCN(CC=C)CCCOc1ccc(C)cc1OC	0.7	3	-16	1.6%	2	0	-7	14	-15
Cc1ccn2c(Nc3ccc4c(c3)OCO4)c(-c3ccc(O)cc3)nc2c1	-1.1&-0.3	1&-2	-6	14%&16%	-1&1	-4&0	-4&0	9&-1	0&13
O=C(NC12CC3CC(CC(C3)C1)C2)c1cc([N+](=O)[O-])ccc1N1CCOCC1	0.9	13	-6	-3.3%	5	56	3	-10	12
Cc1ccc(NC(=O)c2ccc(Cn3cc([N+](=O)[O-])cn3)cc2)c(C)c1	0.3	19	-8	-1.3%	-2	-8	-2	-1	-3

Brought forward from above: 4 compounds, followed by the next part.
SMILES	D2 agonist	D1 agonist	D2 antagonist	RXFP1 agonist	TRHR PAM	D1 antagonist	D1 potentiator	RXFP1 antag	D2 PAM
C=CCN(CC=C)CCCOc1ccc(C)cc1OC	0.7	3	-16	1.6%	2	0	-7	14	-15
Cc1ccn2c(Nc3ccc4c(c3)OCO4)c(-c3ccc(O)cc3)nc2c1	-1.1&-0.3	1&-2	-6	14%&16%	-1&1	-4&0	-4&0	9&-1	0&13
O=C(NC12CC3CC(CC(C3)C1)C2)c1cc([N+](=O)[O-])ccc1N1CCOCC1	0.9	13	-6	-3.3%	5	56	3	-10	12
Cc1ccc(NC(=O)c2ccc(Cn3cc([N+](=O)[O-])cn3)cc2)c(C)c1	0.3	19	-8	-1.3%	-2	-8	-2	-1	-3
COc1ccc(C(=O)C[n+]2cn(C(F)F)c3ccccc32)c(F)c1	·	6	·	2.6%	-2	-4	-2	-18	·
CN(C)CCCNc1nc(N)c([N+](=O)[O-])c(NCCO)n1	0.1	1	-8	5.4%	15	-2	1	-15	4
CN(C)S(=O)(=O)c1cccc(NC(=S)NCCc2ccccn2)c1	1.1	1	24	-0.2%	-6	2	-4	3	-9
NS(=O)(=O)c1ccc(NC(=S)N2CCN(c3ccc(Cl)c(Cl)c3)CC2)cc1	-0.3	11	-7	0.3%	-4	-14	0	·	-3
CCOc1ccc(NC(=O)CCN2CCN(c3ccccc3F)CC2)cc1	79*	1	77*	0.0%	6	-16	-9	7	-20
COc1ccc(CN2CCC(C(=O)N3CCCC(C)C3)CC2)cc1OC (configuration not stated)	0.5	2	27	0.0%	10	-14	4	-9	8
CC1CCCCC12NC(=O)N(CC(=O)N1CCN(C(=O)c3cccs3)CC1)C2=O (configuration not stated)	1.5	2	-10	0.5%	-3	-12	-1	8	-6
CC1CCN(C(=O)CN2c3cccc4cccc(c34)S2(=O)=O)CC1	-0.6	1	-8	2.3%	-12	-19	-5	2	0
CS(=O)(=O)N(Cc1ccc(Cl)cc1)c1ccc(C(=O)N2CCN(c3ccccc3)CC2)cc1	23	6	-11	2.6%	0	-18	-6	8	-21
OC1(c2ccc3c(c2)OCO3)CCN(Cc2ccccn2)CC1	0.7	1	8	-0.7%	0	-40*	-4	-11	-10
COc1cccc(NS(=O)(=O)c2ccc3[nH]cc(C(=O)N4CCCC4)c(=O)c3c2)c1	0.9	-2	·	4.5%	10	9	4	-11	20
Cc1cccc(OCC2CCCN(Cc3nc(C4CC4)no3)C2)c1 (configuration not stated)	-3.0	2	-17	2.6%	-3	-1	-1	-6	3
COc1ccc(C(=O)NC(=S)Nc2ccc3oc(=O)ccc3c2)cc1[N+](=O)[O-]	0.5	12	-16	4.1%	2	-27	-9	-4	-7
COc1ccc(C(=O)NCCCOC(=O)c2ccc(OC)cc2)cc1	0.6	0	-7	0.4%	-4	-1	0	4	-9
C=CCNS(=O)(=O)CC12CCC(CC1=O)C2(C)C (configuration not stated)	1.4	0	16	2.1%	-5	5	-3	-1	19
CCc1ccc(N2CC34C=CC(O3)C(C(=O)OC(C)C)C4C2=O)cc1 (configuration not stated)	-0.9	1	-14	-3.7%	15	4	9	-3	-8
Cc1cccc(C)c1NC(=O)N1CCN(C2CCCCC2)CC1	0.0	4	3	-0.5%	3	8	6	-10	8
Cc1cc(C)c2nc(/N=C(\N)NC(=O)c3ccccc3)nc(C)c2c1	1.3	5	1	17%	4	1	-7	-15	-8
CCCCc1nn2c(=O)cc(COC(=O)c3cccs3)nc2s1	-0.1	1	·	0.8%	8	-4	-6	·	-14
Cc1cccc(OCCC(=O)Nc2ccc(F)c(Cl)c2)c1	-0.8	11	-18	-1.1%	-9	-25	-3	13	-8

A second format for some results above:
Molecule,D2 agonist,D1 agonist,D2 antagonist,RXFP1 agonist,TRHR PAM,D1 antagonist,D1 potentiator,RXFP1 antag,D2 PAM
CN(C)CCCNc1nc(N)c([N+](=O)[O-])c(NCCO)n1,0.1,1,-8,5.4%,15,-2,1,-15,4
Cc1cccc(C)c1NC(=O)N1CCN(C2CCCCC2)CC1,0.0,4,3,-0.5%,3,8,6,-10,8

Other entries follow:
SMILES	D2 agonist	D1 agonist	D2 antagonist	RXFP1 agonist	TRHR PAM	D1 antagonist	D1 potentiator	RXFP1 antag	D2 PAM
C=CCOc1ccc(C(=O)NC2CCCCC2)cc1	-0.6	-3	-14	1.3%	2	10	-4	6	-5
N#Cc1c(-c2ccc3c(c2)OCO3)csc1N	0.4	4	6	-1.8%	0	2	-8	3	11
CNC(=O)COc1ccc(-c2nn(C)c(=O)c3ccccc23)cc1	0.6	1	-13	1.8%	-4	1	-1	-3	9
CNC1(c2nnnn2-c2ccccc2C)CCOC(C)(C)C1 (configuration not stated)	·	2	·	-3.2%	3	-8	-5	16	·
Cc1ccc(OCc2cn3cccnc3n2)cc1	-2.3	0	-3	1.1%	3	-8	-12	3	1
COc1cc(C(=O)NCc2nnc(SCC(=O)NC3CCCCC3)o2)cc(OC)c1OC	·	3	·	0.0%	16	8	-5	-8	-4
Cn1c(Cc2cccs2)nnc1SCC(=O)Nc1ccccc1F	-0.2	3	8	0.7%	1	11	-4	-5	3
CCN(CC)c1ccc(NC(=O)CN2CCN(CC(=O)Nc3ccc(Cl)cc3)CC2)cc1	1.0	2	·	-1.4%	19	8	2	-3	2
Cc1cccc(-c2nc(NCCCN3CCOCC3)c3ccccc3n2)c1	-0.6	50*	10	1.6%	9	-7	3	-4	15
CC(=O)c1cccc(NC(=O)c2ccc3c(c2)OCO3)c1	·	5	·	1.6%	7	1	2	-3	·
CCC(C)c1ccc(NC(=S)NC(C)C2CCCO2)cc1 (configuration not stated)	0.4	3	-2	-1.8%	29	1	1	-11	-1
C/C(=N\OC(=O)c1cccc(Cl)c1)c1sc(C)nc1C	0.6	2	3	8.8%	-13	10	3	-2	-5
CCOc1ccc2c(C)cc(=O)oc2c1OCC	0.1	1	13	1.8%	-9	1	-3	10	6
COc1ccc(CCNC(=O)CN2CCC(C(N)=O)CC2)cc1	0.6	4	-7	3.1%	7	4	-6	-4	10
O=C(CCCN1C(=O)C(c2ccccc2)Oc2cccnc21)NCc1ccccc1F (configuration not stated)	0.4	2	-29	-0.6%	4	-3	-6	26	3
CC1(C)Cc2cccc(OCC(=O)OCC(=O)Nc3ccc(C(N)=O)cc3)c2O1	0.9	-2	3	-0.3%	0	-39*	-7	-6	8
CCn1c(SCC(=O)Nc2nc3ccccc3s2)nnc1-c1ccc(OC)cc1	0.1	2	-4	0.4%	-6	-3	1	-4	-8
C/C(=N/NC(=O)CNC(=O)COc1ccccc1)c1ccc(Cl)cc1	-0.3	0	1	0.6%	-2	4	6	-16	-1
Cc1ccc(C(=O)O)cc1NC(=O)CSc1ncnc2sc3c(c12)CCC3	-1.2	3	6	18%	18	6	-3	-4	1
CC(=O)NCCNc1ccc([N+](=O)[O-])cc1C#N	0.2	4	14	1.0%	-14	-23	-5	17	-1
CCN(CC)S(=O)(=O)c1ccc(N2CCCC2)c(NS(=O)(=O)c2ccc(OC)cc2)c1	-1.4	0	-2	-0.6%	2	-18	-3	3	-8
COc1ccc(-c2nnc(SCC(=O)NC3CCCCC3)n2N)cc1	0.1	2	25	0.6%	-6	10	-2	18	12
CCOC(=O)c1ccc(-c2ccc(/C=N/NC(=O)Cc3nnc(N)s3)o2)cc1	-2.0	4	17	-1.6%	-3	3	-1	11	-7
CCN(CC)CCN1C(=O)c2ccccc2NC1c1ccc(C)cc1 (configuration not stated)	-0.3	1	5	3.9%	-3	5	2	17	-5
Cc1cc(-c2ccccc2)nc(N(C)C)c1S(C)(=O)=O	-0.1	0	13	0.8%	0	-21	-3	2	-3
CCC(Oc1cc(Cl)ccc1Cl)C(=O)N1CCCN(C)CC1 (configuration not stated)	0.5	5	-4	2.4%	0	-2	4	-9	-7
Cc1ccc(NC(=O)c2cc3ccccc3oc2=N)cc1	0.7	4	-6	5.6%	15	9	3	1	-1
Cc1ccc(-n2ncc(C(=O)NCC3CCN(C4CCCC4)C3)c2C2CCN(C(=O)OC(C)(C)C)CC2)cc1 (configuration not stated)	-0.4	19	-3	-1.3%	2	1	6	7	4

Bioassay records: PubChem BioAssay, National Center for Advancing Translational Sciences (NCATS)
